Screens: PubChem BioAssay, The Scripps Research Institute Molecular Screening Center
MITF inh: inhibitors of human MITF; inhibition, % at 2.6 µM; 650,000 tested, 0.91% active; AlphaScreen MITF homodimerization, bead proximity signal; in the data active = inhibition above about 50%;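 note: 0% = vehicle wells with protein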
Target sequence (O75030 whole entry, looked up): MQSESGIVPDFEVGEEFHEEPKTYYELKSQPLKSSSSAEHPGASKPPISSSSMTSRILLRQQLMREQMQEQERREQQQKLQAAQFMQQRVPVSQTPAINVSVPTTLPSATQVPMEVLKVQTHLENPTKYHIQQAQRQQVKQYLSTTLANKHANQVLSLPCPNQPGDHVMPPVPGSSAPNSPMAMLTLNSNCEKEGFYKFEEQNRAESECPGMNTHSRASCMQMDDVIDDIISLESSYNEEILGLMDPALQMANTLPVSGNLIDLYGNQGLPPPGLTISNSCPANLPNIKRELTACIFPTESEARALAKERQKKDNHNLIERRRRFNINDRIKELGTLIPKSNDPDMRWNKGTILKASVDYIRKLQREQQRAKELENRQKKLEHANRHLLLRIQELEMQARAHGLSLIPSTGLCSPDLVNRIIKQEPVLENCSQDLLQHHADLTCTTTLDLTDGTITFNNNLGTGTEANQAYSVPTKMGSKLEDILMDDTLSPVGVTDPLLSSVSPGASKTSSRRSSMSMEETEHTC
GPR151 activ: human GPR151 activation; PathHunter beta-arrestin GPR151 cells, luminescence; activation, % at 11.2 µM; 650,000 tested, 1% active; in the data active = activation above about 4.9%;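 note: 0% = median of compound wells and 100% = cells with positive control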
Target sequence (Q8TDV0 whole entry, looked up): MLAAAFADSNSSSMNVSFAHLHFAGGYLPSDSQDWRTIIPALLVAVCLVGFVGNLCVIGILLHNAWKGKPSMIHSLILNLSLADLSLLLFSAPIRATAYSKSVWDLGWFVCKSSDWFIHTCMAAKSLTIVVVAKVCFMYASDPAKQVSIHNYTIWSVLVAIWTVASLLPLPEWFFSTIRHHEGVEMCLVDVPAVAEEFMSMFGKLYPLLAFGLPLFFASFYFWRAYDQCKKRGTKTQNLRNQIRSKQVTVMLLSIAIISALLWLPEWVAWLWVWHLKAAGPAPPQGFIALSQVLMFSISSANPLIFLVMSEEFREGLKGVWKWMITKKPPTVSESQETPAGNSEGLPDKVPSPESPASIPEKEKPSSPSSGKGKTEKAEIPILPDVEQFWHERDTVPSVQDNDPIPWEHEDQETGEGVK
TEAD-YAP block: TEAD-YAP interaction inhibition | HEK-TIYL cells, TEAD-Gal4/YAP UAS-luciferase luminescence | inhibition, % at 9.12 µM | 640,000 tested, 1.4% active; in the data active = inhibition above about 32%;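 note: 0% = median of test compound wells and 100% = reference inhibitor wells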
FBW7 act: activators of human E3 ligase FBW7. Q969H0. AlphaScreen FBW7–phospho-cyclin E peptide binding, activator screen. normalized activity (activation), % at 26.1 µM. 650,000 tested, 0.13% active. AID 1259310; in the data active = normalized activity above about 1.9%;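 note: purified mutant Fbw7 with reduced substrate affinity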
Starred values were filed as active, the others as inactive. Compounds as they come, and some 3.4% of all compounds hit somewhere here.

A first look (6 entries):
CN1CCN(C(=O)CC2Oc3ccccc3NC2=O)CC1 (centres undefined) was read as MITF inh -7, GPR151 activ 0.3, TEAD-YAP block 0 and FBW7 act -0.2.
`CC(C)c1nc2sc3c(c2c(=O)[nH]1)CCCC3` gave MITF inh 6, GPR151 activ -1.2, TEAD-YAP block 14 and FBW7 act 0.2.
`CC(=O)c1c(C)[nH]c(C(=O)N2CCCC(C)C2)c1C` (centres undefined) gave MITF inh -13, GPR151 activ 3.3, TEAD-YAP block -5 and FBW7 act -0.1.
Screening Cc1nc(N2CCN(C)CC2)c2c(C)c(C(=O)Nc3ccc(Cl)cn3)sc2n1 returned MITF inh 6, GPR151 activ 1.4, TEAD-YAP block -17 and FBW7 act 0.4.
Screening O=C1CN(C(=O)COC(=O)Cc2ccc(-c3ccccc3)cc2)c2ccccc2N1 returned MITF inh -4, GPR151 activ 1.3, TEAD-YAP block 6 and FBW7 act 0.0.
Screening O=C(NCCCN1CCOCC1)c1ccccc1-c1ccccc1 returned MITF inh 3, GPR151 activ 0.6, TEAD-YAP block 11 and FBW7 act 0.1.

Main list, previewed entries included:
CN1CCN(C(=O)CC2Oc3ccccc3NC2=O)CC1 (centres undefined) was read as MITF inh -7, GPR151 activ 0.3, TEAD-YAP block 0 and FBW7 act -0.2.
`CC(C)c1nc2sc3c(c2c(=O)[nH]1)CCCC3` gave MITF inh 6, GPR151 activ -1.2, TEAD-YAP block 14 and FBW7 act 0.2.
`CC(=O)c1c(C)[nH]c(C(=O)N2CCCC(C)C2)c1C` (centres undefined) gave MITF inh -13, GPR151 activ 3.3, TEAD-YAP block -5 and FBW7 act -0.1.
Screening Cc1nc(N2CCN(C)CC2)c2c(C)c(C(=O)Nc3ccc(Cl)cn3)sc2n1 returned MITF inh 6, GPR151 activ 1.4, TEAD-YAP block -17 and FBW7 act 0.4.
Screening O=C1CN(C(=O)COC(=O)Cc2ccc(-c3ccccc3)cc2)c2ccccc2N1 returned MITF inh -4, GPR151 activ 1.3, TEAD-YAP block 6 and FBW7 act 0.0.
Screening O=C(NCCCN1CCOCC1)c1ccccc1-c1ccccc1 returned MITF inh 3, GPR151 activ 0.6, TEAD-YAP block 11 and FBW7 act 0.1.
For O=CNC(n1cnccc1=O)C(Cl)(Cl)Cl (centres undefined) the results were MITF inh 0, GPR151 activ 1.4, TEAD-YAP block -2 and FBW7 act 0.2.
Screening C(=C1/CCCc2cnc3scn[n+]3c21)/c1ccccc1 returned MITF inh 6, GPR151 activ 0.6, TEAD-YAP block 10 and FBW7 act -0.1.
For O=C(OC1CCOC1=O)c1ccc(NS(=O)(=O)c2ccc(F)c(F)c2)cc1 (centres undefined) the results were MITF inh 7, GPR151 activ -0.2, TEAD-YAP block -23 and FBW7 act -0.1.
`COc1ccc(/C=C/C(=O)OCC(=O)c2ccc[nH]2)cc1` gave MITF inh -1, GPR151 activ -0.4, TEAD-YAP block 4 and FBW7 act 0.1.
Cc1cccc(-c2noc(COc3ccccc3C)n2)c1 was read as MITF inh -8, GPR151 activ -2.1, TEAD-YAP block -7 and FBW7 act -0.3.
Screening COc1ccc(C(=O)OCCCN(C)C)cc1OC returned MITF inh -7, GPR151 activ -0.2, TEAD-YAP block -3 and FBW7 act 0.2.
For CCOC(=O)C1=C(c2ccccc2)OC(N)=C(C#N)C1c1cccc(Cl)c1 (centres undefined) the results were MITF inh 0, GPR151 activ -0.8, TEAD-YAP block -3 and FBW7 act 0.0.
For COc1ccc(C)cc1S(=O)(=O)NCC(c1ccsc1)N1CCCCCC1 (centres undefined) the results were MITF inh -4, GPR151 activ -0.3, TEAD-YAP block -2 and FBW7 act 0.1.
Screening Cn1c(Nc2ccc(F)cc2)nc2ccccc21 returned MITF inh 1, GPR151 activ 0.0, TEAD-YAP block -4 and FBW7 act -0.2.

The last 2 records of the part above come first, to join the parts.
For COc1ccc(C)cc1S(=O)(=O)NCC(c1ccsc1)N1CCCCCC1 (centres undefined) the results were MITF inh -4, GPR151 activ -0.3, TEAD-YAP block -2 and FBW7 act 0.1.
Screening Cn1c(Nc2ccc(F)cc2)nc2ccccc21 returned MITF inh 1, GPR151 activ 0.0, TEAD-YAP block -4 and FBW7 act -0.2.
For Cc1sc2ncn(CC(=O)N3CCN(C)CC3)c(=O)c2c1S(=O)(=O)N1CCOCC1 the results were MITF inh 5, GPR151 activ 0.2, TEAD-YAP block -10 and FBW7 act -0.1.
`COc1ccc(C(=O)Nc2nnc(CCSc3cc(Cl)ccc3Cl)s2)cc1OC` gave MITF inh 10, GPR151 activ 0.1, TEAD-YAP block -5 and FBW7 act 0.2.
For Cc1nc(NC(=O)CCl)sc1C(=O)OCC(C)C the results were MITF inh -2, GPR151 activ 0.0, TEAD-YAP block -4 and FBW7 act -0.1.
Screening CC(C)NC(=O)c1c2c(nc3ccccc13)CCCC2 returned MITF inh 46, GPR151 activ 0.6, TEAD-YAP block -11 and FBW7 act -0.2.
O=[N+]([O-])c1nn(-c2cccc(Cl)c2)n(O)c1=NC1CCCCCC1 was read as MITF inh 47, GPR151 activ -0.2, TEAD-YAP block 9 and FBW7 act -0.8.
CCOC(=O)c1ccc(-c2ccc(/C=C3\C(=O)N(c4ccc(S(N)(=O)=O)cc4)N=C3C)o2)cc1 was read as MITF inh 14, GPR151 activ 0.1, TEAD-YAP block -37 and FBW7 act 0.5.
`CCOC(=O)c1sc(NC(=O)c2ccncc2)c(C#N)c1C` gave MITF inh 7, GPR151 activ -0.7, TEAD-YAP block -2 and FBW7 act 0.1.
`CC1(C(=O)Nc2ccc(-c3cn[nH]c3)cc2)COc2ccccc2C1` (centres undefined) gave MITF inh 9, GPR151 activ -0.8, TEAD-YAP block -5 and FBW7 act 0.0.
O=C(Nc1nnc(Cc2ccccc2)o1)C1CCCC1 was read as MITF inh 4, GPR151 activ -0.6, TEAD-YAP block -7 and FBW7 act 0.1.
`O=C(Nc1nc(-c2ccncc2)cs1)c1cc(Cl)sc1Cl` gave MITF inh -3, GPR151 activ -0.9, TEAD-YAP block 2 and FBW7 act 0.1.
O=C(O)/C=C\C(=O)Nc1ccc(Cl)c(NC(=O)Cc2ccccc2)c1 was read as MITF inh -2, GPR151 activ 0.3, TEAD-YAP block 4 and FBW7 act -0.1.
`COc1ccc2c(c1)OC13CCN(C)CC1C2C(C(=O)c1ccccc1)C(=O)N3` (centres undefined) gave MITF inh 5, GPR151 activ 0.4, TEAD-YAP block -12 and FBW7 act -0.1.
`Cc1cnc(Nc2cccc(N(C)C)c2)nc1NC1CC1` gave MITF inh 18, GPR151 activ 0.5, TEAD-YAP block 4 and FBW7 act -0.1.
For Cc1cc(C)cc(NC(=O)N[C@H]2C[C@H]3C(=O)N[C@H](CC(C)C)C(=O)N3C2)c1 the results were MITF inh 0, GPR151 activ 0.7, TEAD-YAP block 16 and FBW7 act 0.0.
`COCCCNC(=O)c1ccc2c(=O)n(Cc3ccco3)c(=S)[nH]c2c1` gave MITF inh 9, GPR151 activ 2.7, TEAD-YAP block -8 and FBW7 act 1.1.
Screening COc1cccc2sc(NC(=O)CSc3ccc(F)cc3)nc12 returned MITF inh 17, GPR151 activ -1.2, TEAD-YAP block -3 and FBW7 act 0.2.
Cn1c(COc2ccc(Cl)cc2)n[nH]c1=S was read as MITF inh -19, GPR151 activ 3.3, TEAD-YAP block -14 and FBW7 act 0.1.
CC(C)(C)n1nnnc1C(c1cccnc1)N1CCN(c2cccc(C(F)(F)F)c2)CC1 (centres undefined) was read as MITF inh 3, GPR151 activ 1.2, TEAD-YAP block 10 and FBW7 act -0.2.
O=C(CN1CCN(Cc2ccccc2Cl)C1=O)NC1CCCCCC1 was read as MITF inh -4, GPR151 activ 0.1, TEAD-YAP block -24 and FBW7 act 0.0.
For COc1ccc(NC(=O)Nc2ccn(C)n2)c(OC)c1 the results were MITF inh 3, GPR151 activ -0.5, TEAD-YAP block -3 and FBW7 act 0.2.
Screening Cc1ccccc1C(=O)Nc1nc(-c2ccc([N+](=O)[O-])cc2)cs1 returned MITF inh 9, GPR151 activ -1.0, TEAD-YAP block -8 and FBW7 act 0.2.
Cc1cccc(C)c1OCCCCNCCO was read as MITF inh -4, GPR151 activ -0.4, TEAD-YAP block -4 and FBW7 act 0.1.
For Cc1ccc(-c2ncnn2-c2ccc(F)c([N+](=O)[O-])c2)cc1 the results were MITF inh 1, GPR151 activ 0.9, TEAD-YAP block -6 and FBW7 act -0.1.
`CCOC(=O)C1=CN(c2ccc(OCC)cc2)C=C(C(=O)OCC)C1c1ccccc1OCC` gave MITF inh -7, GPR151 activ 1.1, TEAD-YAP block -5 and FBW7 act 0.2.
For CCOc1ccc(NC(=O)c2ccnc(N3CCOCC3)c2)cc1 the results were MITF inh -5, GPR151 activ -2.2, TEAD-YAP block -2 and FBW7 act -0.1.
For CS(=O)(=O)NN(c1ccccc1)c1ccccc1 the results were MITF inh 6, GPR151 activ 0.1, TEAD-YAP block 9 and FBW7 act 1.0.
For O=C(O)c1ccc2c(c1)C(=O)/C(=C\c1ccc([N+](=O)[O-])o1)C2=O the results were MITF inh -53, GPR151 activ -1.3, TEAD-YAP block 7 and FBW7 act -0.7.
Screening Cn1c2c(c(=O)n(C)c1=O)CN(Cc1ccc(CN3CCCCCC3)o1)CN2 returned MITF inh 8, GPR151 activ 0.5, TEAD-YAP block -9 and FBW7 act 1.0.
`CCCCOc1ccc(S(=O)(=O)NCCCl)cc1` gave MITF inh -11, GPR151 activ 0.2, TEAD-YAP block 12 and FBW7 act -0.2.
CC(C)c1ccc(C2CC(=O)Nc3ccc4ccccc4c32)cc1 (centres undefined) was read as MITF inh 1, GPR151 activ -0.7, TEAD-YAP block 6 and FBW7 act 0.0.
`Cc1cc(=O)[nH]c(SCc2ccc(Cl)cc2Cl)n1` gave MITF inh 3, GPR151 activ 1.1, TEAD-YAP block 4 and FBW7 act -0.1.
For COc1ccc(NC(=O)C(C)N(c2ccccc2)S(C)(=O)=O)cc1 (centres undefined) the results were MITF inh 10, GPR151 activ 2.5, TEAD-YAP block 2 and FBW7 act -0.2.
For Cc1ccc(NC(=O)c2ccc(F)c(S(=O)(=O)NC3CCCCC3C)c2)cc1F (centres undefined) the results were MITF inh -2, GPR151 activ 2.5, TEAD-YAP block 7 and FBW7 act -0.2.
For Cc1cc(C)n(C(=O)c2ccc(S(=O)(=O)N3CCCCCC3)cc2)n1 the results were MITF inh -10, GPR151 activ 1.3, TEAD-YAP block -2 and FBW7 act -0.1.
`Cc1ccc(NC(=O)c2cc(S(=O)(=O)NCC3CCCO3)ccc2F)cc1F` (centres undefined) gave MITF inh 12, GPR151 activ 1.7, TEAD-YAP block 3 and FBW7 act 0.1.
Cc1nc(-c2ccc(NC(=O)c3sc(-c4ccccc4)nc3C)cc2)cs1 was read as MITF inh 8, GPR151 activ -1.3, TEAD-YAP block 12 and FBW7 act 0.9.
Screening CN(C)C(=O)N1c2ccccc2Sc2ccccc21 returned MITF inh 5, GPR151 activ 0.1, TEAD-YAP block -9 and FBW7 act 0.1.
For CCOC(=O)CSc1nnc2n(C)c(=O)c3c(n12)-c1ccccc1CC31CCCCC1 the results were MITF inh 3, GPR151 activ 1.8, TEAD-YAP block 7 and FBW7 act 0.3.
`Cn1c(=O)c2c(nc3n2C(=O)CS3)n(C)c1=O` gave MITF inh 10, GPR151 activ -1.4, TEAD-YAP block 11 and FBW7 act -0.3.
For Cc1occc1C(=O)N(C)C(Cc1ccccc1)C1CCN(C(=O)Cc2ccn(C)c2)CC1 (centres undefined) the results were MITF inh -5, GPR151 activ 0.7, TEAD-YAP block -14 and FBW7 act 0.0.
`CC(=O)NCCNC(=O)c1sccc1C` gave MITF inh 6, GPR151 activ -0.4, TEAD-YAP block 1 and FBW7 act 0.0.
Screening Cc1cc([N+](=O)[O-])cc([N+](=O)[O-])c1NC(=O)c1ccccc1 returned MITF inh 13, GPR151 activ 0.3, TEAD-YAP block 18 and FBW7 act -0.1.
`COC(=O)C1=C(C)NC2=C(C(=O)CC(c3ccc(OC)cc3)C2)C1c1cc(Cl)c(O)c(OC)c1` (centres undefined) gave MITF inh 3, GPR151 activ -2.2, TEAD-YAP block 13 and FBW7 act 0.0.
Cc1ccc(N(CC(=O)Nc2ccc(Br)cc2F)S(C)(=O)=O)cc1C was read as MITF inh 8, GPR151 activ 0.0, TEAD-YAP block -1 and FBW7 act 0.0.
NC(=O)C1CCN(C(=O)Cc2cccs2)CC1 was read as MITF inh -5, GPR151 activ -0.1, TEAD-YAP block 4 and FBW7 act 0.1.
Screening CC1CCN(c2nc3cc4c(cc3cc2C#N)OCO4)CC1 returned MITF inh 8, GPR151 activ -0.3, TEAD-YAP block 9 and FBW7 act 1.2.
Cc1ccc(C2=NN(C(=O)CCCC(=O)O)C(c3ccco3)C2)cc1 (centres undefined) was read as MITF inh -1, GPR151 activ -0.4, TEAD-YAP block -4 and FBW7 act -0.1.
For O=C(Cn1ncc2c1-c1ccccc1OC2)NC1CCCCC1 the results were MITF inh 29, GPR151 activ -1.0, TEAD-YAP block 6 and FBW7 act 1.4.
`Cc1ccc(CN2CC34C=CC(O3)C(C(=O)NCCc3ccccc3)C4C2=O)cc1` (centres undefined) gave MITF inh 11, GPR151 activ -0.2, TEAD-YAP block -3 and FBW7 act 1.2.
`COc1cccc(/C=C/C(=O)c2ccco2)c1` gave MITF inh 11, GPR151 activ -0.4, TEAD-YAP block -22 and FBW7 act 0.2.
`O=C(NNC(=O)c1ccc([N+](=O)[O-])cc1)c1ccc(NC(=O)c2ccco2)cc1` gave MITF inh 1, GPR151 activ -1.6, TEAD-YAP block 9 and FBW7 act 0.6.
